# CCR6 antagonist = antagonists of human CCR6 receptor | P51684 | CHO-K1 CCR6 PathHunter beta-arrestin, luminescence, CCL20-stimulated | inhibition, % at 20 µM | AID 493098 | actives 0.49% (n = 340,000);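 active means compounds whose inhibition of the agonist-driven luminescence signal at 20 µM reaches about 50%, limit read from the data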;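 further: cells stimulated with CCL20 at 14 nM final; plate controls were DMSO with CCL20 for no effect and DMSO without agonist for full effect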
# Target sequence (P51684 whole entry, looked up): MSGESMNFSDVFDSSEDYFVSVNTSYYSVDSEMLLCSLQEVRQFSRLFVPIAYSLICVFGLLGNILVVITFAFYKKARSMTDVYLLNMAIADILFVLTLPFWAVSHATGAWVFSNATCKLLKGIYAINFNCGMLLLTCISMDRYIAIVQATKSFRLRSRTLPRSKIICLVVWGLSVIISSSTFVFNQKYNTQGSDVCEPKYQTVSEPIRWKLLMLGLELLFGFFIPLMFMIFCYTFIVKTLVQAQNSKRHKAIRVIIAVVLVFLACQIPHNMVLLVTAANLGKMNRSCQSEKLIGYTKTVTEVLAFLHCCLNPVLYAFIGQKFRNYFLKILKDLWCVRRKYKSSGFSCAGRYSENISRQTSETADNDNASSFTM
# 697 NFkB inh = inhibitors of the PMA/ionomycin-induced NF-kB reporter in 697 B cells | 697 B-cell NF-kB luciferase reporter, 16 h | inhibition, % at 4 µM | actives 0.33% (n = 330,000) | AID 435022; in the data active means inhibition above about 35%
# CXCR6 block = inhibitors of human CXCR6 receptor; CHO-K1 PathHunter CXCR6 beta-arrestin, luminescence; O00574; AID 602244; actives 0.36% (n = 360,000); inhibition, % at 20 µM; in the data active means inhibition above about 34%, passing the limit was not always enough;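 further: antagonist mode with CXCL16 agonist at 10 nM final; 0% = 10 nM CXCL16 with DMSO and 100% = unstimulated wells without agonist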
# Gli-Sufu antag = blocks Gli-Sufu signaling in a luciferase reporter; AID 588413; inhibition, % at 5 µM; actives 0.74% (n = 340,000); Sufu-KO-LIGHT fibroblasts, Gli luciferase reporter luminescence;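 active means inhibition above about 55%, limit read from the data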;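 further: 0% = DMSO-treated cells and 100% = wells with medium but no cells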
# EBI2 antag = EBI2 (human) antagonism. EBI2 beta-arrestin recruitment, luminescence, 7a,25-OHC stimulated. inhibition, % at 5 µM. actives 0.81% (n = 360,000); in the data active means inhibition above about 38%;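 further: enzyme fragment complementation signal reports receptor beta-arrestin coupling in cells; 0% = agonist plus DMSO wells and 100% = wells without agonist; some results beyond the cut were filed as inactive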
# UBC13 polyUb = human UBC13 polyubiquitination inhibition; P61088; UBC13 polyubiquitin chain formation, TR-FRET; inhibition, % at 20 µM; actives 0.47% (n = 330,000); in the data active means inhibition above about 45%, passing the limit was not always enough
# Target sequence (P61088 whole entry, looked up): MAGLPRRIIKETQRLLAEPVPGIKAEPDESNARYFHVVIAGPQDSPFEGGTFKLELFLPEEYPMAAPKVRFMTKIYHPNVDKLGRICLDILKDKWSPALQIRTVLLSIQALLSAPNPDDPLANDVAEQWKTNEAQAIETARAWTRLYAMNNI
# Jurkat NFkB inh = lowers PMA/ionomycin-induced NF-kB signal in Jurkat cells | PMA/ionomycin-induced NF-kB luciferase reporter, luminescence | inhibition, % at 4 µM | actives 0.53% (n = 330,000) | AID 435003; in the data active means inhibition above about 50%
# APJ antag = antagonists of human APJ apelin receptor; P35414; CHO-K1 APJ beta-arrestin complementation, luminescence; inhibition, % at 20 µM; actives 0.32% (n = 330,000); AID 2521;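 active means inhibition above about 40% at 20 µM, limit read from the data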;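 further: cells challenged with 10 nM apelin-13 agonist together with compound; plate controls were apelin-13 plus DMSO wells for no effect and DMSO wells lacking apelin-13 for full effect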
# Target sequence (P35414 whole entry, looked up): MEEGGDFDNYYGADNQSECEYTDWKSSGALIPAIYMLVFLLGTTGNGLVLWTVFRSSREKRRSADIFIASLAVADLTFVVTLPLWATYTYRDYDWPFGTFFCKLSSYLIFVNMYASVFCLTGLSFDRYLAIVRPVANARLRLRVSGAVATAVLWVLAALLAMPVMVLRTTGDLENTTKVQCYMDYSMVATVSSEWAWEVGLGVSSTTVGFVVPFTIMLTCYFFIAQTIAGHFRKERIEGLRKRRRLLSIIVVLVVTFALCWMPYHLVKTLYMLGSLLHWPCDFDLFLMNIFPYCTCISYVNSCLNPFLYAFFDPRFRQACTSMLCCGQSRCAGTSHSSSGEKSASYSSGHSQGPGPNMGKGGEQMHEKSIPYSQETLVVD
# Active calls of the source: *; · = not tested or not shown.
SMILES,CCR6 antagonist,697 NFkB inh,CXCR6 block,Gli-Sufu antag,EBI2 antag,UBC13 polyUb,Jurkat NFkB inh,APJ antag
Cc1cc(C(=O)CS(=O)(=O)c2ccccc2)cc(C)c1O,16,-12,4,-17,-8,-1,7,15
COc1ccccc1OC(=O)c1ccc(SC)cc1OC,14,-2,7,-32,0,-4,-23,-10
CCCN(CCC(=O)Nc1ccccc1F)CC1CC1,0,2,-2,4,-22,-2,3,-25
COc1cc(C2NC(=S)NC(c3ccccc3)=C2C(C)=O)cc(Cl)c1OCC(=O)O (stereo not drawn),5,7,5,-2,-1,5,-6,5
CCN(CC)c1ccc(NC(=O)c2cccc(C)c2)cc1S(=O)(=O)Nc1ccccc1OC,22,-16,5,48,34,12,15,15
O=c1[nH]c2ccccc2n2c(-c3ccccc3)nnc12,-8,-27,-7,7,-17,-11,-20,-36
C/C(=N/NC(=O)c1ccco1)c1cccc(NC(=O)c2ccc(C)s2)c1,9,-41,0,-9,-6,-6,-49,-7
COc1cccc(CNC(=O)CCS(=O)(=O)c2cccc3nsnc23)c1,4,-15,-7,0,-8,4,-5,-9
CCN(CC)S(=O)(=O)c1ccc(N2CCCC2)c(NC(=O)Cc2c(F)cccc2Cl)c1,19,-24,5,15,6,-9,0,-18
Cc1cc(S(=O)(=O)N2CCCOC2CNC(=O)C(=O)NCCc2ccco2)ccc1F (stereo not drawn),16,-2,-9,0,-9,6,6,0
Cc1sc2ncn(C(C)C(=O)OC3CCCCC3)c(=O)c2c1C (stereo not drawn),13,-28,-5,0,1,13,11,23
CC1CCC2(CC1)NC(=O)N(CC(=O)Nc1ccc3c(c1)OCCO3)C2=O (stereo not drawn),1,-42,1,-20,-1,-8,-38,-23
O=C(NC1CC1)C1=C[C@H](c2ccccc2)C[C@H](OCc2ccc(CO)cc2)O1,-6,9,0,7,-7,-4,-6,-21
CCOC(=O)c1c(N/C=C(\C#N)c2nc(-c3ccc(OC(C)=O)cc3)cs2)sc2c1CCC2,2,·,6,7,-5,·,·,·
CCN(CC)CCCNC(=S)Nc1ccc(Br)cc1,-4,0,-2,-7,-16,-6,7,-16
CC1(c2ccccc2Cl)NC(=O)N(CC(=O)NC(=O)NCc2ccco2)C1=O (stereo not drawn),-20,13,-2,-6,0,8,-14,8
FC(F)(F)c1cnc2c(-c3ccc(Cl)cc3Cl)noc2c1,-3,19,-9,12,3,13,4,-4
COc1ccc(OC)c(-c2nc(CN3CCN(C(=O)c4ccco4)CC3)c(C)o2)c1,4,-40,7,4,-7,0,8,-7
CC[C@]12c3[nH]c4ccc(Cl)cc4c3CCN1C(=O)[C@@H](CC(=O)NCCc1ccccn1)C[C@@H]2C(=O)N1CCN(C(=O)C2CC2)CC1,17,12,-2,2,-7,·,·,·
Cc1cccc(NS(=O)(=O)c2ccc(C)c(C(=O)NCC(c3ccccc3)N(C)C)c2)c1 (stereo not drawn),4,4,-5,6,5,15,-4,13
COc1ccc(C(=O)Nc2cc3c4c(c2)C(C)C(=O)N4CCC3)cc1 (stereo not drawn),16,18,1,-16,9,-1,-23,7
C#CCOCCOCCOCCNc1nc(N2CCN(C(=O)Cn3cc(CCCN=C(N)N)nn3)CC2)nc(N2CCN(C(=O)[C@H](CCCCN)n3cc(CC(C)O)nn3)CC2)n1 (stereo partly drawn),4,2,0,28,-19,5,14,17
Cn1c(CN2CCOCC2)nnc1SCC(=O)Nc1nccs1,-4,7,1,-9,-2,2,-15,17
Cc1cc(C)nc(SCC(=O)N2CCc3ccccc32)n1,19,-43,-4,-58,9,4,-60,1
OCCN(CCO)Cc1ccc(Br)cc1,3,2,4,1,-5,2,5,-6

# Next section.
SMILES,CCR6 antagonist,697 NFkB inh,CXCR6 block,Gli-Sufu antag,EBI2 antag,UBC13 polyUb,Jurkat NFkB inh,APJ antag
COC(=O)c1cc(C)sc1NC(=O)C1CC(=O)NN1Cc1ccccc1 (stereo not drawn),-1,-14,-3,4,-6,12,5,7
Cc1[nH]c2ccccc2c1/C=C(\C#N)C(=O)NC1CC1,-10,-7,6,-66,15,-4,-38,-9
COc1ccc(CCC(=O)NNC(=O)c2ccc(OC)cc2)cc1,13,-3,-7,4,27,-6,-1,9
Cc1nc2sc(C(c3cccc(F)c3)N3CCOCC3)c(O)n2n1 (stereo not drawn),8,-16,-8,-17,7,-5,-10,-1
Cc1c(C(Nc2ccccn2)c2ccccc2)c(=O)n(-c2ccccc2)n1C (stereo not drawn),-1,18,3,-1,8,2,16,9
Cc1ccc(/C=C2/C(=O)N(c3ccccc3)C(=S)N2C)o1,14,20,7,-13,6,12,13,18
COc1ccc(-n2c(-c3ccc(Cl)cc3)c[n+]3c2CCCCC3)cc1,-3,-22,8,·,27,7,7,12
O=C(Nc1ccccc1)ON=C1c2ccccc2-c2ccccc21,-2,-29,-2,12,-3,15,1,-23
CC1CCN(CC(=O)Nc2cccc([N+](=O)[O-])c2)CC1,8,15,3,7,0,4,2,11
Nc1ccc(S(=O)(=O)NCC2CCCCO2)cc1 (stereo not drawn),8,·,-3,7,-6,·,·,·
NS(=O)(=O)c1ccc(NC(=O)C2Cc3ccccc3C(=O)O2)cc1 (stereo not drawn),4,17,-3,-1,1,2,6,-8
O=C(CCc1c[nH]c2ccccc12)Nc1ccc(S(=O)(=O)Nc2ncccn2)cc1,2,-12,-6,6,-12,-8,-10,-19
O=C(O)c1ccccc1NS(=O)(=O)c1cccc2nsnc12,18,9,-4,-2,-5,-7,-13,9
Cn1c2ccc(F)cc2c2nnc(SCCN3CCOCC3)nc21,4,1,-2,1,1,-16,-15,18
CC1=CC(C)C2(COC(=O)Nc3ccccc3)COC(C)C1C2C (stereo not drawn),6,-3,-17,8,18,2,-1,-8
NCCc1nnc(SCC(=O)c2ccc(Cl)cc2)o1,1,29,0,5,-14,-7,-4,2
O=C(COC(=O)c1ccco1)Nc1ccc2c(c1)OCO2,12,0,-9,-1,-2,0,0,-4
CC12CCC(=O)N1C(C(=O)OCC(=O)Nc1cc(S(=O)(=O)N3CCCCC3)ccc1Cl)CS2 (stereo not drawn),11,-11,12,-1,4,-7,0,-5
C/C(=N\Nc1ccc([N+](=O)[O-])cc1)c1cccc(N)c1,36,-25,17,-19,16,-67,-62,28
O=C(c1ccc(NS(=O)(=O)/C=C/c2ccccc2)cc1)N1CCCCC1,-7,18,8,9,7,0,7,0
CCOc1ccc(NC(=O)C2CC(C)=C(C)CC2C(=O)O)cc1 (stereo not drawn),-15,15,-1,-13,-8,4,20,12
Cc1occc1C(=O)NNC(=O)C(c1ccccc1)c1ccccc1,-17,-14,0,5,7,-10,-14,-4
Cc1cccc(N2C(=O)CSC2c2cccnc2)c1 (stereo not drawn),8,2,-6,-2,-6,6,-6,13
COCCn1nnnc1C(c1ccccn1)N1CCN(c2cc(C)ccc2C)CC1 (stereo not drawn),9,-23,12,3,6,-8,0,-20
Cc1nnsc1C(=O)Nc1ccccc1,-3,0,1,-14,-6,9,-1,-7

# The list goes on, starting with the last five of the part before.
SMILES,CCR6 antagonist,697 NFkB inh,CXCR6 block,Gli-Sufu antag,EBI2 antag,UBC13 polyUb,Jurkat NFkB inh,APJ antag
CCOc1ccc(NC(=O)C2CC(C)=C(C)CC2C(=O)O)cc1 (stereo not drawn),-15,15,-1,-13,-8,4,20,12
Cc1occc1C(=O)NNC(=O)C(c1ccccc1)c1ccccc1,-17,-14,0,5,7,-10,-14,-4
Cc1cccc(N2C(=O)CSC2c2cccnc2)c1 (stereo not drawn),8,2,-6,-2,-6,6,-6,13
COCCn1nnnc1C(c1ccccn1)N1CCN(c2cc(C)ccc2C)CC1 (stereo not drawn),9,-23,12,3,6,-8,0,-20
Cc1nnsc1C(=O)Nc1ccccc1,-3,0,1,-14,-6,9,-1,-7
COc1ccc(CNCC(O)COc2ccc(C(C)(C)c3ccccc3)cc2)cc1 (stereo not drawn),11,-12,1,4,5,36,-2,-18
O=C(/C=C/c1cccs1)N1CCC2(CC1)Oc1ccc(Cl)cc1C(=O)C21CC(c2ccccc2)=NO1 (stereo not drawn),7,15,0,7,61*,-18,35,10
COc1ccc(/C=N/Nc2nonc2N)c(OC)c1,-3,-4,3,1,-1,14,-13,-9
O=C(Nc1ccc(NC(=O)c2cc3ccccc3o2)cc1)c1ccc2c(c1)OCCO2,3,72*,0,52,9,0,9,10
Cc1nnc2sc(SCc3ccccc3Cl)nn2c1=O,6,14,-15,37,-11,6,1,-8
CCCCCc1ccc(-c2cn(Cc3ccc(C(=O)c4ccccc4)cc3)nn2)cc1,-3,-36,-4,-81,-10,6,39,-5
COc1ccc(N(CC(=O)N2CCN(Cc3ccc4c(c3)OCO4)CC2)S(=O)(=O)c2ccc(F)cc2)cc1,10,0,12,-8,0,-9,2,-12
O=C(Cc1csc(NC(=O)Nc2cccc(Cl)c2)n1)NC1CCCC1,17,-9,-9,2,0,1,12,10
O=C(CCS(=O)(=O)c1cccc2nsnc12)NC1CCCCCC1,2,0,4,1,-7,-2,3,3
Cn1c(=O)cc(SCC(=O)N2CCCC2)c2ccccc21,6,15,8,20,-4,19,5,11
Cc1noc(C)c1S(=O)(=O)N1CCC(C(=O)NCCCN2CC(C)CC(C)C2)CC1 (stereo not drawn),-3,-2,-8,-1,-8,3,-6,6
O=C(CSc1ncccc1-c1nc2ccccc2[nH]1)N1CCCCC1,-7,15,-1,3,-2,15,-5,14
CC(C)c1c(O)nc(SCCN(C)C)[nH]c1=O,-9,14,3,6,4,-11,0,2
CC(=O)c1ccc(NS(=O)(=O)c2cc(-c3cnc(C4CC4)o3)ccc2C)cc1,-2,-11,2,-11,-8,-14,0,-6
COc1c(Cl)ccc(Cl)c1C(=O)OCC(=O)O,-4,22,-4,-1,-12,2,-6,1
CCOC(=O)c1c(N)sc(C(=O)Nc2ccc3c(c2)OCO3)c1C,5,-258,9,-111,-6,-5,-90,-1
Cc1ccc2nc(-c3ccncc3)cc(C(=O)Nc3ccc4c(c3)OCCO4)c2c1,1,-10,3,0,-14,21,40,-4
CC1CCC(NC(=S)NCCN(C)C)CC1 (stereo not drawn),-4,-49,-13,-17,1,-14,-19,-30
Cc1ccc(C)c(OCCn2ccnc2)c1,3,-12,-1,2,-4,-6,1,12
CCOC(=O)c1c(-c2ccc(Cl)cc2)cn2ccccc12,24,1,-1,-2,5,9,6,-20
Cc1ccc(C2C=C(c3ccccc3)Nc3nc(N4C(=O)CCC4=O)nn32)cc1 (stereo not drawn),10,2,-9,3,-12,5,-16,7
Cc1nnc(NCc2n[nH]c(=O)c3ccccc23)c2ccccc12,-9,16,-1,6,0,11,-3,3
CCCNC(=O)C1CCN(S(=O)(=O)c2ccc(Br)cc2)CC1,-11,-4,3,-6,2,-25,-8,-2
COc1ccc(Cl)cc1C1=CC(=O)C[C@H](c2ccc(F)cc2)C1,11,3,5,20,15,2,1,5
O=C(CCNS(=O)(=O)c1cccc2nsnc12)NCc1ccccc1,25,-10,3,-9,-1,1,-14,-1

# New compounds follow
SMILES,CCR6 antagonist,697 NFkB inh,CXCR6 block,Gli-Sufu antag,EBI2 antag,UBC13 polyUb,Jurkat NFkB inh,APJ antag
O=C(c1cnc2ccccn2c1=O)N1CCCc2ccccc21,-13,6,4,2,4,-5,2,7
COc1cc(C)ccc1OCCOCCOc1ccccc1[N+](=O)[O-],4,-6,5,-11,-9,6,0,9
Cc1ccc(C(C(=O)NCc2ccco2)N(CCc2ccccc2)C(=O)Cn2nnc3ccccc32)o1 (stereo not drawn),6,·,-4,3,2,·,·,·
Cc1ccc(N(CC(=O)N2CCc3ccccc32)C2=NC(=O)CS2)cc1,11,-14,-3,7,5,3,-11,10
NC(=O)c1c(NC(=O)C(=O)N2CCOCC2)sc2c1CCCC2,2,-15,2,-5,3,4,10,12
CCOc1ccccc1CNC(=O)CCn1ccc2cc(S(=O)(=O)N3CCCCC3)ccc21,22,-41,11,12,14,3,-4,10
O=C(O)Cc1c(O)ccc2ccccc12,-7,17,-4,5,-2,-7,10,-9
CCN(C(=O)[C@@H]1CCCN1C(=O)c1cccs1)c1nc2cc(Cl)ccc2s1,1,-34,4,4,7,17,-27,-1
CCn1cnc2scc(-c3ccccc3)c2c1=O,3,-2,2,2,11,-1,-8,4

# Part of the list above, limited to APJ antag and CXCR6 block.
canonical_smiles,APJ antag,CXCR6 block
CCN(CC)c1ccc(NC(=O)c2cccc(C)c2)cc1S(=O)(=O)Nc1ccccc1OC,15,5
O=c1[nH]c2ccccc2n2c(-c3ccccc3)nnc12,-36,-7

# Rows were taken by chance. Share with any hit: about 3%.
